# HSP90 refold inh: blocks HSP90-mediated luciferase refolding in reticulocyte lysate; Rabbit reticulocyte lysate, luciferase refolding luminescence, 3 h; inhibition, % at 5.6 µM; 0.91% of 290,000 active; AID 1789;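 active = inhibition above the screen-wide mean plus 3 SD, computed separately per campaign, cut at about 16% in these data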;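 note: 0% = DMSO wells and 100% = 60 µM geldanamycin wells; inhibitors lower the luminescence because luciferase stays unfolded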
# HSF1 inhib: HSF1 inhibition. 0.77% of 300,000 active. activity change, negative = inhibition, % at 7.5 µM (by protocol). NIH3T3-HGL HSE-luciferase, MG132-induced, luminescence 8 h; active compounds read low. AID 2098;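 active = more than half of replicate wells show activity change below -50%, luminescence cut by over half; inconclusive = some wells, but at most half, below -50%; inactive = no replicate well below -50%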;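 note: luciferase reports HSF-1 transcriptional activity via heat shock element; 0% = median of DMSO wells and -100% = zero luminescence signal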
# HIF activator: HIF pathway transcriptional activation; 0.32% of 300,000 active; AID 1910; activation, % at 7.5 µM (by protocol); U2OS HRE-luciferase reporter, luminescence; normalized: DMSO 0%, desferrioxamine 100%;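 active = mean activation of at least 10% of the iron chelator positive control signal, with at least half of replicates also reaching 10%; inconclusive = mean and replicate majority disagree about reaching 10%; inactive = mean and most replicates under 10%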
# KLF5 inh: suppresses KLF5 promoter-driven expression. DLD-1 KLF5 promoter-luciferase reporter, luminescence. 0.23% of 290,000 active. inhibition, % at 5 µM;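 active = inhibition above a per-plate limit of that plate's mean compound inhibition plus 3 SD, cut at about 60% in these data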;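 note: 0% = DMSO wells and 100% = LY294002 at 200 µM; higher means less KLF5 promoter-driven luciferase light; inactives centre near -14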
# aSyn 5UTR inh: MLPCN primary screen, SNCA 5' untranslated region. alpha-synuclein 5'UTR reporter, inhibitor activity. inhibition, % (tested at 7.5 µM). 0.82% of 300,000 active. AID 1813; in the data active = inhibition above about 60%; inconclusive = no clear call, values can overlap the other calls;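 note: H4 neuroglioblastoma cells stably carrying SNCA 5'UTR luciferase fusion; 0% = DMSO wells and 100% = positive control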
# AI-2 QS modul: Vibrio harveyi AI-2 quorum sensing modulation; Vibrio harveyi JMH597 AI-2 luminescence/OD600 ratio, 9 h; active compounds read low; strain lacks LuxN and CqsS sensors; 0 = neutral-control median; activity change, % at 7.5 µM; 0.4% of 300,000 active; AID 2094; in the data active = activity change below about -75%, passing the limit was not always enough; inconclusive = no clear call, values can overlap the other calls;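 note: luminescence divided by OD600 gain over 9 h not by final OD600 alone; inactives centre near 13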
# IEC-6 tox: counter-screen for KLF5 inhibitors: cytotoxicity in IEC-6 cells | AID 1825 | IEC-6 cytotoxicity, luminescence viability | 0.78% of 290,000 active | inhibition, % at 5 µM; in the data active = inhibition above about 22%;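 note: 0% = plate median of test compound wells and 100% = cytotoxic reference compound wells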
# HDAC3 inh: blocks human histone deacetylase 3; O15379; recombinant HDAC3, fluorogenic peptide/trypsin coupled, fluorescence; inhibition, % at 8.3 µM; 0.15% of 320,000 active; AID 2718; in the data active = inhibition above about 26%, passing the limit was not always enough; inconclusive = no clear call, values can overlap the other calls
# Target sequence (O15379 whole entry, looked up): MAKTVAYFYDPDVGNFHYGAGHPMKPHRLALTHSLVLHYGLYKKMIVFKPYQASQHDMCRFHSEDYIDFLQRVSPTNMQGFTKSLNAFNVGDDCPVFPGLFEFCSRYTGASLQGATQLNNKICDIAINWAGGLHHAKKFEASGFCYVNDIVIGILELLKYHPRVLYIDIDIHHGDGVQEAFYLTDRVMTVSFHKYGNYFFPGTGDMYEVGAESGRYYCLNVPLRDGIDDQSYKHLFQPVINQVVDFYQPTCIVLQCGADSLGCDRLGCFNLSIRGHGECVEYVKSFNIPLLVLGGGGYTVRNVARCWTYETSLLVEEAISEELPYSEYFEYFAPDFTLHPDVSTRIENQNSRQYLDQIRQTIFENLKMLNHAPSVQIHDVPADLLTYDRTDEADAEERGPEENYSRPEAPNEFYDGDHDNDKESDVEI
# Platelet DG rel: modulates dense granule release in human platelets. AID 1663. human platelet-rich plasma, SFLLRN dense granule ATP release, luminescence. inhibition, %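 (compounds screened at 7.5 µM in platelet-rich plasma)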. 0.22% of 300,000 active;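 active = mean replicate score, as percent of positive control, at or above 50; inconclusive = mean below 50 but at least one replicate at or above 50; inactive = mean and every replicate below 50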
# HSF-1 act: increases HSF-1 driven luciferase reporter signal; activation, % at 9 µM; 1.7% of 300,000 active; AID 504408; NIH3T3-HGL HSF-1 luciferase reporter, MG132, 8 h; 100% = twice DMSO control signal;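 active = mean replicate activation of at least 50% with a set share of replicates each reaching 50%; inconclusive = only one of those two conditions met; inactive = mean below 50% and too few replicates reaching it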;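 note: 0% = median of the neutral control wells and 100% = twice that signal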
# * marks the source's active call; other numbers are inactive results; ? = inconclusive; . = no result given.
SMILES,HSP90 refold inh,HSF1 inhib,HIF activator,KLF5 inh,aSyn 5UTR inh,AI-2 QS modul,IEC-6 tox,HDAC3 inh,Platelet DG rel,HSF-1 act
Cc1nc2c(=O)n(C)c(=O)nc-2n(C)n1,77.8*,-93.9*,-5.0,105.3*,114.8*,-95.3*,102.1*,-3.8,40.1,-94.6
CN(C)C(Cc1ccccc1)C(=O)c1c[nH]c2ccccc12 (stereo not given),-2.9,9.2,-0.3,-13.7,-64.4,5.1,0.1,3.8,1.0,1.2
Cc1ccc(C)c(OCc2cc(C(=O)N3C[C@H]4C[C@@H](C3)c3cccc(=O)n3C4)no2)c1,0.9,0.7,-0.3,-21.1,2.2,2.0,-7.3,.,-1.9,14.8
Oc1ccc(C[C@H]2NCCc3cc(O)c(O)cc32)cc1O,0.3,-13.2,0.3,-4.2,11.6,7.3,-2.1,-0.6,4.5,-16.5
C=CCn1c(O)c(C(C)=NCCCO)c(=O)[nH]c1=O,2.1,2.6,0.1,-21.2,4.3,12.7,6.8,3.7,-0.8,12.1
CCCCn1c(=O)c(C(=O)NCc2ccccc2)c(O)c2ccccc21,4.8,-1.9,-1.0,5.1,18.4,44.4,0.1,-1.3,-1.2,-1.3
COC(=O)C1=C(c2cccc(OC)c2OC)C[C@@H]2CC[C@H]1N2C(=O)NCc1ccc(F)cc1,.,-2.6,0.3,.,7.1,22.9,.,-2.5,-0.3,-10.7
COc1ccc(Cn2c(O)c(/C=N/NC(=O)c3ccccc3O)c(=O)[nH]c2=O)cc1,0.4,2.2,-0.2,-8.9,12.1,22.2,1.7,-3.5,7.5,-0.8
Cn1cccc1/C=C1/C(=O)NC(=O)N(Cc2ccccc2)C1=O,-1.2,-0.1,-0.8,8.5,-3.7,10.3,4.3,-0.5,8.1,-12.8
O=P(O)(Oc1ccccc1)OC(c1ccccc1)C(F)(F)C(F)(F)F (stereo not given),-1.0,-7.4,-0.7,0.2,8.5,6.7,8.7,6.9,1.6,-1.8

# Filtered by structure, those above containing four or more nitrogen atoms
SMILES,HSP90 refold inh,HSF1 inhib,HIF activator,KLF5 inh,aSyn 5UTR inh,AI-2 QS modul,IEC-6 tox,HDAC3 inh,Platelet DG rel,HSF-1 act
Cc1nc2c(=O)n(C)c(=O)nc-2n(C)n1,77.8*,-93.9*,-5.0,105.3*,114.8*,-95.3*,102.1*,-3.8,40.1,-94.6
COc1ccc(Cn2c(O)c(/C=N/NC(=O)c3ccccc3O)c(=O)[nH]c2=O)cc1,0.4,2.2,-0.2,-8.9,12.1,22.2,1.7,-3.5,7.5,-0.8

# Following part.
SMILES,HSP90 refold inh,HSF1 inhib,HIF activator,KLF5 inh,aSyn 5UTR inh,AI-2 QS modul,IEC-6 tox,HDAC3 inh,Platelet DG rel,HSF-1 act
O=C(NC1(C(F)(F)F)Oc2ccc(Cl)cc2O1)N1CCC2(CC1)OCCO2 (stereo not given),-3.4,23.2,1.1,-11.1,-72.7,13.6,4.1,?,1.5,32.0
NS(=O)(=O)c1ccc(N=Nc2c(O)[nH]c(=S)[nH]c2=O)cc1,2.5,-8.1,-0.3,-23.8,15.0,14.6,-3.3,-4.8,-15.6,-25.8
COc1ccc(CNCCc2ccccc2F)c(OC)c1C,0.2,-11.4,-0.5,-19.4,-5.5,19.8,0.1,2.1,1.2,-10.0
OC(COCc1ccc(Cl)cc1)CN1CC=C(c2ccccc2)CC1 (stereo not given),0.1,-4.9,-0.5,-10.6,14.0,35.3,-5.6,4.7,3.2,-7.1
O=C(c1ccc(C(F)(F)F)cc1)C1CCCN(Cc2ccc(CO)o2)C1 (stereo not given),-3.1,-3.3,0.1,-6.3,0.5,10.0,3.6,-0.7,12.0,0.2
O=C(C(=O)N1CCOCC1)c1cn(Cc2c(F)cccc2Cl)c2ccccc12,-4.1,6.8,-0.2,-13.3,40.5,5.1,-3.4,-1.7,-2.0,18.5
CN1CCN(Cc2nc3ccccc3c(=O)[nH]2)CC1,1.9,-0.9,0.1,-33.2,-5.4,16.4,3.8,0.9,11.1,-3.8
Cc1cccnc1-n1c(-c2ccco2)nc2ccccc2c1=O,2.1,-0.5,-0.6,-11.7,7.0,7.2,-0.3,-1.3,12.9,7.0
C=CCn1c(O)c(C(C)=NCc2cccnc2)c(=O)[nH]c1=O,1.2,11.0,0.5,-14.2,-0.6,17.1,2.2,3.8,-2.8,18.6
Cc1cccc(-n2c(-c3ccccc3)nc3ccccc3c2=O)n1,-0.8,1.4,-0.1,-14.9,-11.1,9.3,-7.1,8.8,3.6,22.4
CC(=O)N1CCC2(CC1)CC(=O)c1cc(OCC(=O)N3CCC4(CC3)OCCO4)ccc1O2,1.6,-1.6,-0.6,-30.8,-7.6,3.4,-4.8,-20.8,-2.3,14.2
COc1cc(N2C(=O)CC(=O)NC2=O)cc(OC)c1OC,4.8,2.5,-24.7,-10.5,7.5,7.0,-4.4,0.3,0.9,-2.7
CC(C)Cc1[nH]c(=O)c(C#N)c2c1CCC2,1.6,-9.7,-0.2,-24.2,-1.0,-0.3,-9.0,-25.6,0.1,-6.3
CCCCOC(=O)C1=C(N)OC2=C(C(=O)CCC2)[C@]12C(=O)N(C)c1ccccc12,-4.9,-7.9,0.1,-16.0,31.6,10.7,-2.4,2.8,-42.1,-4.8
Cc1ccccc1-n1c(O)c(/C=N/N2CCOCC2)c(=O)[nH]c1=S,-1.0,-13.8,0.0,-2.9,8.0,11.1,-6.1,6.0,12.0,-3.3
CSc1ccccc1C(=O)C1CCCN(Cc2ccncc2)C1 (stereo not given),-0.1,1.3,0.1,-15.0,-4.8,4.4,-0.6,-4.6,0.4,-7.7
COc1ccc(C(=O)CC2C(=O)N(C)C(=O)N(C)C2=O)cc1,3.8,.,.,-18.5,.,21.9,2.0,2.2,.,.
OC1(CN2CCOCC2)C2CC3CC(C2)CC1C3 (stereo not given),-1.2,-4.5,1.4,-26.7,-8.4,14.1,-3.5,1.6,6.7,-6.8
CCOc1ccc(-n2c(O)c(C=Nc3ccc(NC(C)=O)cc3)c(=O)[nH]c2=O)cc1,-2.0,-3.4,0.2,-26.6,0.9,12.1,-0.5,4.9,5.2,2.2
CC(C)C(=O)Nc1ccc(N2CCN(C)CC2)c(F)c1,1.6,-5.0,0.4,-19.5,-37.2,19.4,-4.2,.,-4.3,-0.5
Cc1cc(C=C(C#N)C#N)ccc1N1CCCC1,1.8,5.3,0.2,-23.3,-9.5,8.9,1.0,13.1,0.0,17.2
CCC(C)n1c(O)c(C=NCCc2ccccc2)c(=O)[nH]c1=S (stereo not given),-0.8,-3.0,-0.4,-17.9,8.8,12.8,-1.0,6.9,4.2,-5.7
O=C(Nc1ccncc1)c1cccn(Cc2ccccc2)c1=O,0.2,-4.2,0.5,-21.5,-21.2,14.6,-0.2,-1.8,-1.8,-6.8
Cn1c(O)c(/C=N/N2CCOCC2)c(=O)n(C)c1=S,0.1,0.7,-0.8,-5.7,-0.4,.,-3.5,3.4,0.8,9.1
Cc1cc(OCC(=O)NCc2ccncc2)c2c3c(c(=O)oc2c1)CCC3,1.6,-6.9,0.7,-9.5,-3.0,21.0,5.7,-5.7,3.7,10.8
COc1ccc(N=Cc2c(O)n(Cc3ccccc3)c(=S)[nH]c2=O)c(OC)c1,2.5,62.8,-14.0,6.0,-20.3,-8.6,4.9,-0.3,-1.4,117.3*
CCn1c(C(=O)N2CCC(C(=O)N3CCC4(CC3)OCCO4)CC2)cc2sccc21,2.1,.,.,-12.0,.,.,1.2,3.0,.,.
COc1cccc(N2C(=O)NC(=O)/C(=C/c3ccc4c5c(cccc35)CC4)C2=O)c1,-5.5,-0.5,-1.9,-21.8,-2.1,2.4,-12.5,-6.7,2.3,-1.5
CCC(CC)C(=O)NC1CCSC1=O (stereo not given),-6.7,-8.0,0.3,-38.0,3.7,12.9,-1.9,-5.8,5.8,-1.0
CC(=O)O[C@@]12CO[C@@H]1C[C@@H](O)[C@@]1(C)C(=O)[C@H](O)C3=C(C)[C@@H](OC(=O)[C@H](O)[C@@H](NC(=O)c4ccccc4)c4ccccc4)C[C@@](O)([C@@H](OC(=O)c4ccccc4)C12)C3(C)C (stereo not given in full),1.9,-13.2,-0.4,76.4*,113.4*,56.0,90.5*,2.1,-7.1,-25.5
COc1ccccc1N1C(=O)NC(=O)C(CCc2ccncc2)(CCc2ccncc2)C1=O,6.0,3.7,-0.1,-4.7,-4.5,18.2,-0.6,0.6,4.5,-13.3
CCCCCn1c(N)c(C(=O)NCCN2CCOCC2)c2nc3ccccc3nc21,8.3,12.6,-0.2,1.2,6.4,-2.6,-1.3,-65.8,4.8,9.8
O=C(C1c2ccccc2C(=O)N2CCc3ccccc3C12)N1CCC2(CC1)OCCO2 (stereo not given),1.1,-2.1,-0.6,-25.7,36.0,28.5,-6.7,4.0,-8.9,2.4
Cc1cc(C(=O)CS(=O)c2ccc(F)cc2)cc(C)c1OC(=O)N(C)C (stereo not given),0.5,18.9,1.0,-19.4,-68.4,6.3,-5.6,-0.8,-2.1,37.6
CC1CCC2[C@@H](C)C(=O)OC3O[C@]4(C)CCC1C32OO4 (stereo not given in full),.,-8.3,0.6,.,-12.9,33.8,.,-8.0,1.0,1.0
CCOC(=O)C1(CCc2ccccc2)CCN(Cc2cccc3cnccc23)CC1,0.2,-1.9,0.3,-16.6,0.3,19.6,1.1,2.5,-1.0,3.3
O=C1/C(=C\c2ccc(Cl)c(Cl)c2)N2CCC1CC2,1.8,1.8,-0.8,-16.7,5.4,23.4,-4.0,2.8,3.4,1.4
CN(C)CP(=O)(O)CN(C)C=O,-3.1,-4.1,0.4,-16.1,11.4,7.4,7.5,-1.4,0.8,-0.3
CC12CC[C@H]3[C@@H](CCC4(O)C[C@H](O)CCC34/C=N/NC(=O)c3ccccc3O)C1(O)CCC2C1=CC(=O)OC1 (stereo not given in full),-2.0,-0.9,-0.2,-26.0,76.5*,9.6,-2.0,0.7,-3.4,-10.0
COc1ccc(CC2c3cc(OC)c(OC)cc3CCN2C)cc1O (stereo not given),-1.2,-4.9,0.4,-19.0,-7.5,18.3,-5.7,-4.3,-0.8,-7.3
CCCCCn1c(=O)c(C(=O)Nc2ccccc2S(N)(=O)=O)c(O)c2ccccc21,1.4,6.6,-0.4,21.9,68.8*,47.3,-2.2,-0.3,11.2,30.7
O=C(c1cc2cc(Br)ccc2[nH]1)N1CCC2(CC1)OCCO2,1.7,8.0,1.5,-34.7,-36.8,?,-3.8,-6.2,-2.3,9.7
COC(=O)C1=C(c2ccccc2)C[C@@H]2CC[C@H]1N2C(=O)NCc1cccc2ccccc12,.,5.4,0.1,.,23.6,26.8,.,7.9,-2.1,3.9
O=C1NC(=O)N(Cc2ccco2)C(=O)/C1=C\c1ccc(-c2ccc(F)cc2)o1,2.1,9.1,0.3,-5.3,-24.9,20.1,-3.4,2.2,7.5,14.8
COc1cc(/C=C2\C(=O)NC(=O)N(c3ccccc3)C2=O)cc(OC)c1OC,1.8,1.3,-0.2,-51.6,11.4,7.3,-3.1,7.5,-11.4,2.0
Cc1ccc(P(=S)(c2ccc(C)o2)N2CCOCC2)o1,1.1,-5.8,-0.1,16.1,-9.3,30.6,4.9,6.3,-1.4,-1.5

# Only part of the results is shown (hit frequency here may not be typical).
